Screens (PubChem)
CXCR6 block = CXCR6 (human) receptor inhibition; CHO-K1 PathHunter CXCR6 beta-arrestin, luminescence; inhibition, % at 20 µM; hit rate 0.36% among 360,000; in the data active = inhibition above about 34%, passing the limit was not always enough;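 also: antagonist mode with CXCL16 agonist at 10 nM final; 0% = 10 nM CXCL16 with DMSO and 100% = unstimulated wells without agonist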
Target sequence (O00574 whole entry, looked up): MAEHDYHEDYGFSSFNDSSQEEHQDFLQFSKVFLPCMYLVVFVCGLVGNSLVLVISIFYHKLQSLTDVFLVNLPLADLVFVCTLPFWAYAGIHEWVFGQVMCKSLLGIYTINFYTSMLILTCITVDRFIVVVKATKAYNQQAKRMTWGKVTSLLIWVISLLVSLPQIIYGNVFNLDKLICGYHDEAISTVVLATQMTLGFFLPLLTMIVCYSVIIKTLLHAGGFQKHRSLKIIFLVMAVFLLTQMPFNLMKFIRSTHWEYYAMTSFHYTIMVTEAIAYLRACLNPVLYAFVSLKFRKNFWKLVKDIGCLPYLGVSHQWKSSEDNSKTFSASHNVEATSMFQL
Gli-Sufu block = antagonists of Gli-Sufu signaling. hit rate 0.74% among 340,000. inhibition, % at 5 µM. Sufu-KO-LIGHT fibroblasts, Gli luciferase reporter luminescence;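 active = inhibition above about 55%, limit read from the data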;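 also: 0% = DMSO-treated cells and 100% = wells with medium but no cells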
XBP1 UPR activ = activators of adaptive arm of unfolded protein response (XBP1); CHO-XBP1 luciferase reporter, IRE1-XBP1 UPR activation, luminescence; percent of tunicamycin response, DMSO as zero; activation, % at 20 µM; hit rate 0.33% among 330,000; AID 463104;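 active = versus positive control, 20 µM dose yields 30% or more activation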;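 also: 100% = tunicamycin at 10 µg/mL and 0% = DMSO only wells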
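Material: IRE1-XBP1 luciferase reporter CHO line / Quantity: one thousand reporter cells per well / Buffer or medium: F12 with 10% serum / Compound: 20 µM single concentration, DMSO 1% / Times: 6 h treatment, 37 °C / Detection: Steady-Glo luciferase glow luminescence, 10 min after reagent addition / Benchmarks: tunicamycin high, DMSO low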
CCR6 antagonist = blocks CCL20-driven beta-arrestin recruitment at human CCR6; P51684; CHO-K1 CCR6 PathHunter beta-arrestin, luminescence, CCL20-stimulated; inhibition, % at 20 µM; hit rate 0.49% among 340,000;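 active = compounds whose inhibition of the agonist-driven luminescence signal at 20 µM reaches about 50%, limit read from the data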;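 also: cells stimulated with CCL20 at 14 nM final; plate controls were DMSO with CCL20 for no effect and DMSO without agonist for full effect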
Target sequence (P51684 whole entry, looked up): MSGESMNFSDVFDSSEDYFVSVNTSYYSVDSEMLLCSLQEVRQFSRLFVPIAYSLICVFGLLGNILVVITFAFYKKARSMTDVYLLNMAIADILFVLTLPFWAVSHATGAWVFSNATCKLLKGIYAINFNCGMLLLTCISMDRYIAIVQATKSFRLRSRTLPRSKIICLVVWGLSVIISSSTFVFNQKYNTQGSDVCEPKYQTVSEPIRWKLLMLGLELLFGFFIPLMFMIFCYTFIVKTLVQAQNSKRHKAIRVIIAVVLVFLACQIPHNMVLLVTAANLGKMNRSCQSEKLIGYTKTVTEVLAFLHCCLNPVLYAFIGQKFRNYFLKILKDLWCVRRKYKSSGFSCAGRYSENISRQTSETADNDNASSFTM
697 NFkB inh = inhibitors of the PMA/ionomycin-induced NF-kB reporter in 697 B cells. inhibition, % at 4 µM. AID 435022. hit rate 0.33% among 330,000. 697 B-cell NF-kB luciferase reporter, 16 h; in the data active = inhibition above about 35%
EBI2 antag = EBI2 (human) antagonism | inhibition, % at 5 µM | P32249 | EBI2 beta-arrestin recruitment, luminescence, 7a,25-OHC stimulated | AID 651636 | hit rate 0.81% among 360,000; in the data active = inhibition above about 38%;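 also: enzyme fragment complementation signal reports receptor beta-arrestin coupling in cells; 0% = agonist plus DMSO wells and 100% = wells without agonist; some results beyond the cut were filed as inactive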
Target sequence (P32249 whole entry, looked up, the tested form may be a part): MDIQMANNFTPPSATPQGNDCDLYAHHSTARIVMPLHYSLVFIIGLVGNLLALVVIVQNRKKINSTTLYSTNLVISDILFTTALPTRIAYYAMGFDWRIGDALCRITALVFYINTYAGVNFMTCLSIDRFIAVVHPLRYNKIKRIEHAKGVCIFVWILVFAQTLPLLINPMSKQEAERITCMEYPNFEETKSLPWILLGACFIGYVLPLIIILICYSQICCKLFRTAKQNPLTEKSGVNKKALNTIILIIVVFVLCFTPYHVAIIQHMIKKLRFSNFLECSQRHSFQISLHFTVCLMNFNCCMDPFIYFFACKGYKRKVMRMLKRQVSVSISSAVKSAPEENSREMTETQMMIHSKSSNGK
Jurkat NFkB inh = inhibitors of the PMA/ionomycin-induced NF-kB reporter in Jurkat cells | PMA/ionomycin-induced NF-kB luciferase reporter, luminescence | AID 435003 | hit rate 0.53% among 330,000 | inhibition, % at 4 µM; in the data active = inhibition above about 50%
Mdm2-MdmX inh = inhibitors of human Mdm2/MdmX interaction. inhibition, % at 8 µM. hit rate 3% among 330,000. AID 485346. O15151+Q00987. SaOS-2 split-luciferase Mdm2/MdmX complementation, luminescence;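 active = inhibition of at least 50% at 8 µM in the primary screen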
UPR CHOP act = activators of apoptotic arm of unfolded protein response (CHOP); AID 449763; activation, % at 10 µM; hit rate 0.34% among 330,000; CHO-CHOP luciferase reporter, UPR activation, luminescence; percent of tunicamycin response over DMSO baseline;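 active = at 10 µM dose, activation of 40% or more, normalized to positive control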;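 also: 100% = tunicamycin at 10 µg/mL and 0% = DMSO alone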
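Dosing – one dose, 10 µM in 0.5% DMSO · System – CHO-CHOP cells, stable luciferase reporter of PERK-eIF2a-CHOP signalling · Input – 500 cells/well · Control set – tunicamycin 10 µg/mL final as positive, DMSO-only wells as negative · Timing – 6 h compound treatment, 37 °C · Measure – % activation vs tunicamycin · Technique – luminescence read with Steady-Glo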
Active calls of the source: *; nt = not tested or not shown.

(1) CCOC(=O)CC1=C(C(=O)OCC)C(c2ccc(OC)c(OC)c2)C(C#N)=C(N)O1 (configuration not stated)
(2) CC(CCl)OC(C)CCl (configuration not stated)
(3) Cc1ccc(OCCOCCNC(C)(C)C)c([N+](=O)[O-])c1
(4) CCN1CCN(C(CNS(=O)(=O)c2cccs2)c2cccnc2)CC1 (configuration not stated)
(5) CCOc1ccc(CN2CCN(C(=O)c3cccc(F)c3)CC2)cc1
(6) O=C(CN1CCCCCC1)Nc1ccccc1C(=O)Nc1ccccc1
compound no.,1,2,3,4,5,6
CXCR6 block,-1,-3,-6,-4,-4,-6
Gli-Sufu block,-3,1,0,3,-1,-3
XBP1 UPR activ,-2,-3,0,0,2,-4
CCR6 antagonist,-1,2,-3,-12,8,7
697 NFkB inh,-9,7,2,26,-2,-42
EBI2 antag,-9,-6,-4,-1,1,-2
Jurkat NFkB inh,8,9,2,10,8,-27
Mdm2-MdmX inh,-8,0,-4,-22,17,-3
UPR CHOP act,-2.1,1.1,-0.3,-0.1,0.1,-0.8

(7) COc1cccc(NC(=O)C(=O)c2cn(CC(=O)N3CCOCC3)c3ccccc23)c1
(8) O=C(CC1Sc2ccccc2NC1=O)Nc1cccnc1 (configuration not stated)
(9) COc1ccccc1N1CCN(C(=O)C2CCC(Cn3c(=S)[nH]c4ccccc4c3=O)CC2)CC1 (configuration not stated)
(10) CSCC[C@H](NC(=O)C1CCN(S(=O)(=O)c2ccccc2)CC1)C(=O)NC1CC1
(11) Cc1ncsc1CCOC(=O)C1C2CC3CC(C2)CC1C3 (configuration not stated)
(12) O=C(NCC(=O)N(CC1CCCO1)C1(C(=O)NC2CCCCC2)CCCCC1)c1ccccc1 (configuration not stated)
compound no.,7,8,9,10,11,12
CXCR6 block,6,17,4,-5,-12,3
Gli-Sufu block,-36,22,7,32,12,2
XBP1 UPR activ,0,5,-2,-4,1,-1
CCR6 antagonist,9,3,10,-2,21,1
697 NFkB inh,-68,3,-52,-6,-28,19
EBI2 antag,6,-17,7,6,-9,-5
Jurkat NFkB inh,-29,-1,9,-3,-3,9
Mdm2-MdmX inh,-5,21,-6,-12,-30,0
UPR CHOP act,2.5,3.5,-1.7,0.2,2.5,1.5

(13) CCN(CC)C(=O)Cn1cc(SCC(=O)NCc2ccco2)c2ccccc21
(14) COc1cc(CNn2cn[nH]c2=S)cc(Br)c1OCc1ccccc1F
(15) CCN1/C(=C2/SC(=S)N(NC(C)=O)C2=O)Sc2ccccc21
(16) COC(=O)[C@H](NCc1ccc(OC)c(B(O)O)c1)C(C)C
(17) Cc1ccc(C)c(OCc2ccc(C(=O)N3N=C(C(F)F)CC3(O)C(F)F)o2)c1 (configuration not stated)
(18) CN1c2ccccc2-c2ccccc2S1(=O)=O
compound no.,13,14,15,16,17,18
CXCR6 block,-2,8,13,-4,0,-6
Gli-Sufu block,-8,-11,-2,-4,-6,5
XBP1 UPR activ,-2,-2,1,nt,-6,nt
CCR6 antagonist,-3,-1,14,8,-1,-5
697 NFkB inh,-2,-21,-6,nt,6,nt
EBI2 antag,1,-14,8,-7,0,-4
Jurkat NFkB inh,5,5,-8,nt,5,nt
Mdm2-MdmX inh,-27,-9,-14,nt,26,nt
UPR CHOP act,0.5,0.4,0.2,nt,-0.6,nt

(19) COc1cc(C(=O)NCc2ccc(-c3nc4ccccc4o3)cc2)cc(OC)c1OC
(20) COc1cc(OC)c2c(c1)O/C(=C\c1ccccc1)C2=O
(21) Cc1cccc(CS(=O)(=O)c2ncc(Cl)c(C(=O)NCc3ccccc3)n2)c1
(22) c1ccc(N2CCCCC2)c(NC2=NCCC2)c1
(23) CC1(C)NC(=O)N(CC(O)CN2CCCCC2)C1=O (configuration not stated)
(24) CCCCOC(=O)Nc1nnc(CC)s1
compound no.,19,20,21,22,23,24
CXCR6 block,4,8,57*,9,7,2
Gli-Sufu block,-21,-48,0,7,1,-22
XBP1 UPR activ,8,10,-10,-7,0,3
CCR6 antagonist,6,17,48,4,-17,3
697 NFkB inh,-31,-69,-38,-26,-15,-16
EBI2 antag,9,15,30,-6,10,-4
Jurkat NFkB inh,-42,-50,15,3,-7,0
Mdm2-MdmX inh,43,-15,83*,50,-5,-22
UPR CHOP act,4.1,7.0,84*,-3.2,-0.1,1.2

(25) COC(=O)c1cnn(-c2ccc(Cl)cc2)c1/C=N/NC(N)=S
(26) CN(C)S(=O)(=O)c1cc(NC(=O)COC(=O)C2COc3ccccc3O2)ccc1Cl (configuration not stated)
(27) Nc1nnc(SCC(=O)Nc2cc(S(=O)(=O)N3CCOCC3)ccc2Cl)s1
(28) O=C(NCc1ccncc1)c1ccccc1Nc1ccc(SC(F)F)cc1
(29) Cc1cc(-c2ccc(S(=O)(=O)N3CCc4ccccc4C3)s2)on1
(30) CCOCCCNC(=O)c1cccs1
compound no.,25,26,27,28,29,30
CXCR6 block,8,-4,2,1,0,0
Gli-Sufu block,6,-2,-17,-4,0,1
XBP1 UPR activ,-2,-1,-2,1,1,0
CCR6 antagonist,9,6,5,16,11,-1
697 NFkB inh,-28,-4,14,-9,-4,22
EBI2 antag,2,-14,1,37,4,-11
Jurkat NFkB inh,23,-9,4,-16,-15,5
Mdm2-MdmX inh,25,4,-19,-11,-3,-9
UPR CHOP act,0.2,-1.0,-0.5,1.7,-1.1,-0.9

(31) Cc1n[nH]c(C)c1CCC(=O)N/N=C/c1cccs1
(32) CC(C)COc1ccc(C(=O)NC(CC(C)C)C(=O)O)cc1 (configuration not stated)
(33) COC(=O)c1ccc(C#Cc2ccccc2)o1
(34) Cc1ccc(C)c(OCc2cc(C(=O)NC3CCOC(C)(C)C3)no2)c1 (configuration not stated)
(35) Cc1csc2ncnc(NC3CCN(Cc4ccccc4)CC3)c12
(36) O=C(Cn1nnc2ccccc2c1=O)N[C@@H](Cc1ccccc1)C(=O)O
compound no.,31,32,33,34,35,36
CXCR6 block,2,8,-7,-2,-1,-4
Gli-Sufu block,-4,2,3,0,69*,-15
XBP1 UPR activ,-1,2,6,-5,2,-1
CCR6 antagonist,5,-6,14,5,15,6
697 NFkB inh,9,-16,-14,-32,-5,3
EBI2 antag,-1,-5,2,7,-3,-4
Jurkat NFkB inh,7,-6,-22,-20,68*,-4
Mdm2-MdmX inh,5,3,-11,-33,11,11
UPR CHOP act,1.1,-2.1,4.8,4.3,9.7,-0.8

(37) Cc1ccc(N2C(=O)Nc3ccccc3C2(O)C(=O)N2CCN(c3ccccn3)CC2)cc1C (configuration not stated)
(38) CN1CCCN(C(=O)c2ccc(Cl)s2)CC1
(39) Cc1cc(C)c(C(=O)Nc2cccc(F)c2)c(Cl)n1
(40) CSCCC(NC(=O)COc1ccccc1)C(=O)NC1CCC(C)CC1 (configuration not stated)
(41) Cc1cc(NC(=O)C2CCCN2C(=O)Nc2cccc(Cl)c2)ccc1-n1cnnn1 (configuration not stated)
(42) COc1ccc(-c2noc(CCC(=O)N3CCN(c4ccc(Br)cc4)CC3)n2)cc1
compound no.,37,38,39,40,41,42
CXCR6 block,7,5,2,0,-3,5
Gli-Sufu block,-10,5,-6,14,-1,6
XBP1 UPR activ,0,-2,-5,3,-4,1
CCR6 antagonist,8,7,-14,4,6,17
697 NFkB inh,13,-18,3,2,-17,11
EBI2 antag,-2,-8,-13,-2,5,4
Jurkat NFkB inh,0,1,-19,4,-3,nt
Mdm2-MdmX inh,-13,14,35,39,34,46
UPR CHOP act,0.2,-2.4,-0.4,0.6,0.4,1.6

Exported tab-delimited: part of the list above
cpd	canonical_smiles	CXCR6 block	Gli-Sufu block	XBP1 UPR activ	CCR6 antagonist	697 NFkB inh	EBI2 antag	Jurkat NFkB inh	Mdm2-MdmX inh	UPR CHOP act
40	CSCCC(NC(=O)COc1ccccc1)C(=O)NC1CCC(C)CC1 (configuration not stated)	0	14	3	4	2	-2	4	39	0.6
39	Cc1cc(C)c(C(=O)Nc2cccc(F)c2)c(Cl)n1	2	-6	-5	-14	3	-13	-19	35	-0.4
42	COc1ccc(-c2noc(CCC(=O)N3CCN(c4ccc(Br)cc4)CC3)n2)cc1	5	6	1	17	11	4	nt	46	1.6

Additional structures.
(43) COc1ccc2c(c1)c1nc3n(c(=O)c1n2CC(=O)Nc1ccccc1)CCCS3
(44) CC(/C=C1\N=C(SCc2ccccc2Cl)SC1=O)=C\c1ccccc1
(45) CC(Nc1nc(N2CCN(S(C)(=O)=O)CC2)nc2ccccc12)c1ccccc1 (configuration not stated)
(46) COc1cccc(NC(=S)NCc2cccs2)c1
(47) N#CCc1ccc(NC(=O)/C=C/c2ccc([N+](=O)[O-])o2)cc1
(48) CC1CCCC(C)N1/N=C/c1ccccc1C(=O)O (configuration not stated)
compound no.,43,44,45,46,47,48
CXCR6 block,5,5,-1,-4,-6,8
Gli-Sufu block,3,1,8,-31,2,2
XBP1 UPR activ,2,2,0,1,nt,-5
CCR6 antagonist,-3,19,-2,7,30,-5
697 NFkB inh,-1,16,5,2,nt,14
EBI2 antag,25,-2,0,-14,-3,-2
Jurkat NFkB inh,-1,14,12,-2,nt,7
Mdm2-MdmX inh,42,29,-8,-25,nt,-25
UPR CHOP act,3.7,1.2,-0.5,1.7,nt,-0.3

Mdm2-MdmX inh: what is marked active above.
entry | SMILES | CXCR6 block | XBP1 UPR activ | CCR6 antagonist | 697 NFkB inh | EBI2 antag | Jurkat NFkB inh | Mdm2-MdmX inh
21 | Cc1cccc(CS(=O)(=O)c2ncc(Cl)c(C(=O)NCc3ccccc3)n2)c1 | 57* | -10 | 48 | -38 | 30 | 15 | 83*

Next part.
(49) COc1ccc(/C=C(\NC(=O)c2cccs2)C(=O)Nc2ccc(C)cc2)cc1OC
(50) COc1ccc(CCn2c(C3CCCCC3)nc3c(c(=O)c4ccccc4n3C)c2=O)cc1OC
(51) O=C1C2C3C=CC(C3)C2C(=O)N1/N=C/c1cc(Br)cc([N+](=O)[O-])c1O (configuration not stated)
(52) O=C(C1CCC1)N1CCc2cc(S(=O)(=O)NC3CCCc4ccccc43)ccc21 (configuration not stated)
(53) CCCCC(=O)NCCc1cc2c(OC)ccc(OC)c2[nH]c1=O
(54) Cc1cc(C)cc(NC(=O)COC(=O)CCCC2=NS(=O)(=O)c3ccccc3N2)c1
compound no.,49,50,51,52,53,54
CXCR6 block,5,6,37,-13,-3,7
Gli-Sufu block,2,5,-1,13,-2,2
XBP1 UPR activ,0,4,-7,-4,-3,7
CCR6 antagonist,13,6,54*,3,9,7
697 NFkB inh,-4,-82,9,-24,20,-3
EBI2 antag,3,1,11,10,-3,-6
Jurkat NFkB inh,2,-9,-22,1,2,-13
Mdm2-MdmX inh,-8,24,19,14,20,7
UPR CHOP act,0.1,5.6,-2.9,0.4,-3.3,0.5

(55) Cc1onc(-c2ccccc2)c1-c1nnc(CN2CCN(S(=O)(=O)c3ccccc3)CC2)o1
(56) Cc1ccc(C(=O)NCCc2nnc3c(C(F)(F)F)cc(Cl)cn23)o1
(57) CCCc1nc2nc(C)c(NS(=O)(=O)c3ccc(CC(C)C)cc3)c(=O)n2[nH]1
(58) Cc1ccc2cc(CN(Cc3nnnn3C3CCCCC3)CC3CCCO3)c(=O)[nH]c2c1 (configuration not stated)
compound no.,55,56,57,58
CXCR6 block,2,0,-5,-1
Gli-Sufu block,21,-10,-8,27
XBP1 UPR activ,-3,-5,-1,-1
CCR6 antagonist,15,8,6,-7
697 NFkB inh,8,2,-7,17
EBI2 antag,-9,-2,1,-17
Jurkat NFkB inh,3,11,-10,7
Mdm2-MdmX inh,-4,24,15,-8
UPR CHOP act,-1.1,-1.3,2.9,3.1

Random draw from the library; about 5% have a hit in one of these screens.
